TRHR PAM = allosteric enhancers of human TRH receptor; hit rate 0.66% among 360,000; AID 493056; enhancement, % at 2 µM; TRHR cells, fluo-8 calcium fluorescence, EC20 TRH enhancement; P34981; in the data active = enhancement above about 30%; also: 0% is about no effect
Target sequence (P34981 whole entry, looked up): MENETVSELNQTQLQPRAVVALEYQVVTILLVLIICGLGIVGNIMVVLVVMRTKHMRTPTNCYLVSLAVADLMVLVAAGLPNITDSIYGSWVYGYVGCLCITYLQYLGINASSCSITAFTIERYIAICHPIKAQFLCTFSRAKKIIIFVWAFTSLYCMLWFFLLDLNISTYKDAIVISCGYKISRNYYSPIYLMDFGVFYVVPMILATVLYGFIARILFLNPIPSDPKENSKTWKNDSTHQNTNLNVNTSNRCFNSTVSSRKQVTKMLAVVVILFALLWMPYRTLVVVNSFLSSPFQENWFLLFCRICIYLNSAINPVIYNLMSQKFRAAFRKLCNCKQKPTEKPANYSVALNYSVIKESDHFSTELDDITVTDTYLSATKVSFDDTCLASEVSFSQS
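TRHR-expressing cells loaded with fluo-8 calcium dye were read kinetically (ex 480/em 530) during compound addition, then stimulated with an EC20 of TRH (10 nM final). Enhancement of the Gq-mediated intracellular calcium response was scored.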
D2 antag = antagonists of human D2 dopamine receptor; hit rate 2% among 340,000; AID 485344; HEK293 TREx D2 cells, calcium flux, dopamine EC80; inhibition, % at 10 µM; P14416; in the data active = inhibition above about 30%; also: 0% is about no effect
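Tetracycline-induced HEK293 TREx cells expressing D2 receptor forced-coupled to calcium signalling, loaded with no-wash calcium dye. Compounds added and calcium flux read 180 s, then dopamine added at EC80 and read a further 180 s.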
TRHR agonist = activates the human TRH receptor. P34981. TRHR cells, calcium flux fluo-8, FDSS agonist mode. activation, % at 2 µM. hit rate 0.18% among 360,000; also: 0% is about no effect
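TRHR-expressing cells, plated overnight in medium with 10% serum, were loaded with fluo-8 calcium dye at room temperature. After a 10 s baseline, library compound was pin-added and calcium release was recorded kinetically (ex 480/em 530) as agonist response.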
RXFP1 antagonist = RXFP1 (human) relaxin receptor antagonism; AID 1259400; HEK293-RXFP1, relaxin-stimulated cAMP HTRF, 30 min; hits give low values; activity change, negative = inhibition, % at 57.5 µM; hit rate 0.59% among 350,000;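 active = activity change of -60% or lower, but not beyond a set lower limit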; also: % is scaled to controls: 0 for no effect and ±100 for the full control effect
D2 agonist = agonists of human D2 dopamine receptor. P14416. HEK293 T-REx D2 cells, calcium flux agonist mode. activation, % at 2 µM. hit rate 0.53% among 340,000;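 active = activation over 3 SD above normal in the single-dose calcium agonist read, cut at about 30% in these data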; also: 0% is about no effect
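Calcium-flux readout, 1 cycle/sec over 180 s following compound pin transfer, in inducible HEK293 Trex D2 cells (force-coupled); dopamine controls included. Positive calcium responses during this window marked compounds as potential agonists.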
D1 antagonist = antagonists of human D1 dopamine receptor. AID 504652. P21728. HEK293 TREx D1 cells, calcium flux, dopamine EC80; hits give low values. activity change, negative = inhibition, % at 10 µM. hit rate 3.2% among 360,000; in the data active = activity change below about -30%; also: % is scaled to controls: 0 for no effect and ±100 for the full control effect
Target sequence (P21728 whole entry, looked up): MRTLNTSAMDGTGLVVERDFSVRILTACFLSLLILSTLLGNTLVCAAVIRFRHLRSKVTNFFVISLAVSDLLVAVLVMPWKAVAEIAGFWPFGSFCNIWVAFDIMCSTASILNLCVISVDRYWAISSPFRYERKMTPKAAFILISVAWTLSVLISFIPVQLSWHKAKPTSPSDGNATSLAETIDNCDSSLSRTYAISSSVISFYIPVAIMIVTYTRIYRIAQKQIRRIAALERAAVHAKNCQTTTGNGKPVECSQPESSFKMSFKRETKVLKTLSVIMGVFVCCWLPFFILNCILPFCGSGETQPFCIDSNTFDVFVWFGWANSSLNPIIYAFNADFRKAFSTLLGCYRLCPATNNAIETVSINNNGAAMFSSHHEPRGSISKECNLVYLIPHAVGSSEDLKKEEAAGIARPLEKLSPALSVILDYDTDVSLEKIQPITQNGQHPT
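Cells carrying a force-coupled, tetracycline-inducible human D1 receptor report calcium flux. Each well gets a 10 s baseline, compound with 180 s monitoring, then an EC80 dopamine stimulus with a second 180 s kinetic read.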
D1 PAM = human D1 dopamine receptor positive modulation | P21728 | potentiation, % at 10 µM | HEK293 TREx D1 cells, calcium flux, dopamine EC20 potentiation | hit rate 0.036% among 360,000 | AID 504651; in the data active = potentiation above about 30%; also: 0% is about no effect
D2 PAM = D2 dopamine receptor (human) potentiation; hit rate 0.34% among 340,000; P14416; HEK293 T-REx D2, calcium flux, EC20 dopamine potentiation; potentiation, % at 10 µM; AID 485347;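 active = potentiation over 3 SD above the plate norm, cut at about 30% in these data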; also: 0% is about no effect
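Tetracycline-induced HEK293 T-REx cells force-coupled to calcium signalling expressed D2; compounds were pin-added after a 10 s baseline, read kinetically 180 s, then an EC20 dopamine challenge followed with a further 180 s calcium read.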
D1 ag = human D1 receptor agonism. P21728. HEK293 T-REx D1 cells, calcium flux, agonist mode. activation, % at 2 µM. hit rate 1% among 360,000. AID 504660; also: 0% is about no effect
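Agonism was scored from calcium flux recorded over 180 s (1 read/s) after pintool compound addition, following a 10-cycle baseline. Cells were inducible force-coupled HEK293 TREx D1, plated overnight at 30 C and loaded with no-wash calcium dye.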
Numbers without * were called inactive; . = not tested or not shown; & = joins results of further samples. Rule as the data show it, unless noted: active = activation above about 30%; inactive = the rest. An excerpt; count on the stated rates, not on these rows.

SMILES | TRHR PAM | D2 antag | TRHR agonist | RXFP1 antagonist | D2 agonist | D1 antagonist | D1 PAM | D2 PAM | D1 ag
Cc1nc2ccccn2c(=O)c1CCN1CCC(C(=O)c2ccc(F)cc2)CC1 | -2.9 | 94.8* | -0.2 | 18.7 | -0.9 | -34.1* | -6.5 | -28.4 | 1.4
CC(=O)c1ccc(S(=O)(=O)NC(=O)NC2CCCCC2)cc1 | 8.9 | -2.7 | -1.9 | -10.0 | -1.1 | -1.5 | -5.3 | 13.6 | 1.0
COc1ccc(CC(=O)NCC(c2cccs2)S(=O)(=O)c2ccc(Cl)cc2)cc1 (stereo not given) | -1.0 | . | -0.6 | -2.5 | 0.2 | . | 5.3 | -2.3 | -4.3
CC(=O)NC(Cc1ccccc1)C(=O)O (stereo not given) | -2.1 | 0.5 | 0.3 | 12.9 | 0.7 | 9.9 | -5.5 | -4.1 | 2.4
CN1CCN(CCC(=O)N2c3ccccc3Sc3ccc(C(F)(F)F)cc32)CC1 | 12.9 | -17.4 | 1.8 | -26.4&-15.3 | 0.1 | -4.2 | -7.0 | -18.0 | 11.7
C/C=C(/C)C(=O)O[C@@H]1c2c(ccc3ccc(=O)oc23)OC(C)(C)[C@@H]1OC(=O)/C(C)=C\C | -6.4 | -16.0 | 0.4 | . | 0.2 | -16.7 | -2.8 | 0.4 | 2.2
CC(C(=O)O)c1ccc(C(=O)c2cccs2)cc1 (stereo not given) | -1.6 | 9.6 | 1.2 | -3.8 | 0.0 | 27.2 | -4.4 | 9.4 | -2.6
CCOC(=O)c1ccc(N)cc1 | 12.7 | . | -0.3 | 4.9 | . | 26.0 | -1.8 | . | -1.5
CCc1cc(=O)oc2c(CNC(Cc3ccccc3)C(=O)O)c(O)ccc12 (stereo not given) | 5.2 | 0.8 | 0.3 | -5.8 | -0.2 | 2.6 | 2.3 | -1.6 | 2.8
COc1ccccc1N1CCN(CCCNc2cc(=O)n(C)c(=O)n2C)CC1 | -1.8 | 64.1* | 0.0 | 0.9&-0.8 | 57.9* | 1.7 | -0.5 | -23.5 | -0.8
COc1ccc(CNC(=O)C2CCCN(c3nnc(C)c4c(C)n(-c5ccc(C)cc5)nc34)C2)cc1 (stereo not given) | -0.3 | . | -1.1 | -13.8 | 0.1 | 21.2 | -1.4 | -4.5 | 5.2
Oc1ccc(/C=C/c2cc(O)cc(O)c2)cc1 | 17.0 | 8.8 | -0.2 | -15.2 | 2.2 | 11.0 | -4.2 | 3.9 | -0.6
Cn1c(=O)c2c(ncn2CC2OCCO2)n(C)c1=O | -2.9 | 32.0* | 0.6 | 2.8&-12.7 | 1.0 | 24.6 | -7.2 | 2.2 | 2.2
COc1ccc(CCNc2nc(SCc3ccccc3Cl)nc3ccccc23)cc1OC | 2.1 | . | 0.0 | -1.4 | -0.1 | 16.5 | -2.5 | 12.9 | 7.0
O=C(NCc1ccco1)c1ccc2c(c1)N(Cc1cccc(Cl)c1)C(=O)c1ccccc1S2=O (stereo not given) | -1.8 | . | -0.3 | 8.5 | 1.9 | -6.5 | -1.0 | 13.6 | 3.1
CCOc1ccc(NC(=O)Cn2cc(C(=O)c3ccco3)c3ccccc32)cc1 | 6.3&-3.1 | -4.7 | -0.3&0.7 | 3.6&2.5 | -1.6&-0.1 | -4.5&-1.2 | -6.0&3.4 | 1.3&0.8 | 2.8&2.6
CCN1CCN(CCCNC(=O)c2cc3c(s2)-c2c(C)cccc2OC3)CC1 | -4.7 | . | 0.0 | -4.9 | 0.6 | -7.0 | -8.1 | -20.2 | 5.0
COc1ccc(/C=C/C(=O)Nc2ccccc2C(=O)O)cc1OC | 2.7&-5.7 | 14.4&-3.0 | 0.2&-0.7 | . | 0.4&-0.1 | -8.7&-9.6 | 0.9&-1.7 | -7.3&-0.1 | 0.3&1.9
O=C(CCN1CCC(c2ccccc2)C1)c1ccc2c(c1)OCCO2 (stereo not given) | 1.6 | 86.7* | 3.0 | -15.9 | 13.6 | -26.5 | -8.0 | -30.6 | 9.9
CC(=O)OCC1=C[C@@H]2OC(=O)C3=CO[C@@H](O[C@@H]4O[C@H](CO)[C@@H](O)[C@H](O)[C@H]4O)[C@H]1[C@@H]32 | -2.5 | 4.4 | -0.4 | . | 0.1 | . | -2.4 | 1.3 | 4.3
OC(C#CCN1CCCC1)(c1ccccc1)c1ccccc1 | -1.8 | -23.3 | 0.3 | 7.5&-20.8 | 0.8 | -12.0 | -2.8 | -19.9 | 1.5
COC(=O)c1ccc(O)cc1 | 5.5 | -9.1 | 0.0 | 2.3&-5.4 | -0.6 | -5.4 | -3.0 | -0.9 | 3.1
CCc1nnc(NC(=O)CSc2nc3c([nH]c4ccccc43)c(=O)n2-c2ccc(OC)cc2)s1 | 0.0 | . | 0.2 | -19.1 | 0.6 | 7.5 | -6.0 | -1.9 | 3.0
CC[n+]1c(C)sc2cc(OC)ccc21 | 4.2 | -7.9 | -0.4 | -12.4 | 0.0 | 20.6 | -1.1 | 8.4 | 3.3
Cc1ccc(CN2CCN(Cc3cccc4nccnc34)CC2CCO)cc1 (stereo not given) | -1.9 | 27.7 | 0.3 | -8.4 | 0.1 | 6.5 | -10.6 | -22.7 | 0.2

In another format: results already given.
> Oc1ccc(/C=C/c2cc(O)cc(O)c2)cc1
  TRHR PAM: 17.0
  D2 antag: 8.8
  TRHR agonist: -0.2
  RXFP1 antagonist: -15.2
  D2 agonist: 2.2
  D1 antagonist: 11.0
  D1 PAM: -4.2
  D2 PAM: 3.9
  D1 ag: -0.6

> Cn1c(=O)c2c(ncn2CC2OCCO2)n(C)c1=O
  TRHR PAM: -2.9
  D2 antag: 32.0*
  TRHR agonist: 0.6
  RXFP1 antagonist: 2.8&-12.7
  D2 agonist: 1.0
  D1 antagonist: 24.6
  D1 PAM: -7.2
  D2 PAM: 2.2
  D1 ag: 2.2

By substructure: the compounds so far containing a furan ring, fused or not (2)
SMILES | TRHR PAM | D2 antag | TRHR agonist | RXFP1 antagonist | D2 agonist | D1 antagonist | D1 PAM | D2 PAM | D1 ag
O=C(NCc1ccco1)c1ccc2c(c1)N(Cc1cccc(Cl)c1)C(=O)c1ccccc1S2=O (stereo not given) | -1.8 | . | -0.3 | 8.5 | 1.9 | -6.5 | -1.0 | 13.6 | 3.1
CCOc1ccc(NC(=O)Cn2cc(C(=O)c3ccco3)c3ccccc32)cc1 | 6.3&-3.1 | -4.7 | -0.3&0.7 | 3.6&2.5 | -1.6&-0.1 | -4.5&-1.2 | -6.0&3.4 | 1.3&0.8 | 2.8&2.6

(list continues)
SMILES | TRHR PAM | D2 antag | TRHR agonist | RXFP1 antagonist | D2 agonist | D1 antagonist | D1 PAM | D2 PAM | D1 ag
C1CCC(C(CC2CCCCN2)C2CCCCC2)CC1 (stereo not given) | 26.2&20.0 | -3.8 | 2.0&1.0 | -25.6 | -1.2 | 67.5&-17.5 | 12.8&7.8 | -4.6&13.4 | 135.7*
COc1cc(C(c2c(C)[nH][nH]c2=O)c2c(C)[nH][nH]c2=O)ccc1OC(=O)c1ccccc1F | 2.7 | . | 0.9 | -0.7 | 0.3 | 9.0 | 2.4 | 1.5 | 2.5
CC(COc1ccccc1)NC(C)C(O)c1ccc(O)cc1 (stereo not given) | -8.6 | 90.3* | -0.6 | -4.8 | 77.1* | -17.4 | -5.1 | -26.9 | 2.7
C[C@]12CCC(=O)C=C1CC[C@@H]1[C@@H]2CC[C@@]2(C)[C@H]1CC[C@]2(O)C(=O)CO | 2.8 | -30.9 | -1.1 | -8.7 | 1.6 | -10.4 | -1.9 | 7.3 | 3.5
Cc1ccc(C)c(NC(=O)Cn2cc(C(=O)c3ccco3)c3ccccc32)c1 | -5.9 | . | 0.0 | 1.6 | -0.1 | 3.2 | -4.0 | 4.9 | 0.1
COc1cc2c(c(OC)c1OC)-c1c(cc3c(c1OC)OCO3)[C@@H](OC(C)=O)[C@H](C)[C@H](C)C2 | -2.9 | -3.2 | -0.3 | . | 0.8 | -11.4 | -3.9 | 9.7 | 1.2
CN1CCN(C(c2ccccc2)c2ccccc2)CC1 | -5.4 | 15.9 | 0.2 | -5.0 | 1.3 | 17.4 | -1.4 | -22.7 | 2.9
CCC(C)n1ncn(-c2ccc(N3CCN(c4ccc(OCC5COC(Cn6cncn6)(c6ccc(Cl)cc6Cl)O5)cc4)CC3)cc2)c1=O (stereo not given) | 20.5&-5.9 | -20.6&-10.8 | -0.3&0.5 | . | 2.5&0.6 | 6.4&6.5 | -0.9&-0.1 | 2.5&6.7 | 2.1&-0.6
CCOC(=O)N1CCc2c(sc3c2c(=O)n(Cc2ccccc2)c(=O)n3CC(=O)Nc2ccc(F)cc2)C1 | -0.5 | . | 0.5 | 2.7 | 0.5 | -2.8 | -1.1 | 19.6 | 6.2
O=C(CCNNC(=O)c1ccncc1)NCc1ccccc1 | -8.9 | 7.1 | 0.4 | 12.6 | -1.9 | 10.1 | -3.9 | -12.7 | 2.1
O=C(CC1N=C2c3ccccc3N=C(SCc3ccc(F)cc3)N2C1=O)NC1CCCCC1 (stereo not given) | -3.9 | . | -0.8 | -9.3 | 0.9 | 1.9 | -2.9 | 7.5 | 6.1
O=C(NCCc1c[nH]c2ccccc12)c1cccnc1 | 0.7 | 15.4 | 0.2 | -16.8 | 0.3 | -27.3 | 5.0 | -16.1 | 1.1
CCCCCCO | -1.4 | -8.8 | 0.4 | . | 1.1 | . | -3.0 | 8.5 | -0.5
NC(=O)c1cccc(-c2cc(Nc3ccc(OC(F)(F)F)cc3)ncn2)c1 | 12.6 | -13.1 | 0.7 | . | 0.9 | -15.6 | 2.3 | -1.2 | 3.7
CCOCCCNC(=O)C(=O)Nc1c2c(nn1-c1ccc(OC)cc1)CSC2 | 27.4 | . | -0.4 | -16.2 | 0.6 | . | -1.9 | -4.4 | -0.6
CC1(C)Cc2c(sc(NC(=S)NC(=O)c3ccccc3)c2C(=O)O)CO1 | 2.7 | . | -0.9 | -2.5 | . | 3.2 | 2.6 | . | 2.1
CCCNC(=O)C1CCC(Cn2c(=O)c3sccc3n(CC(=O)NCc3ccccc3)c2=O)CC1 (stereo not given) | -0.1 | . | -0.1 | 5.6 | 0.0 | 26.3 | 0.4 | 2.2 | 2.7
COc1ccc(-n2ccn(CC(=O)Nc3ccc(C)c(C)c3)c(=O)c2=O)cc1OC | -2.5 | . | 0.9 | 5.1 | -0.4 | -0.6 | -0.8 | 6.3 | 1.7
CCN(CC)CCOC(=O)C1(c2ccccc2)CCCC1 | 14.4 | -6.5 | -0.3 | -9.5&1.0 | -1.5 | -8.0 | 7.5 | 12.6 | 13.4
Cc1[nH]n2c(=O)cc(-c3ccc(Cl)cc3)nc2c1-c1ccccc1 | -0.8 | . | 0.4 | . | 0.4 | 1.6 | -1.5 | -5.2 | -1.0

Ordered by value in D1 antagonist (falling): some entries from above.
| SMILES | D1 antagonist |
| --- | --- |
| CCCNC(=O)C1CCC(Cn2c(=O)c3sccc3n(CC(=O)NCc3ccccc3)c2=O)CC1 (stereo not given) | 26.3 |
| COc1cc(C(c2c(C)[nH][nH]c2=O)c2c(C)[nH][nH]c2=O)ccc1OC(=O)c1ccccc1F | 9.0 |
| Cc1[nH]n2c(=O)cc(-c3ccc(Cl)cc3)nc2c1-c1ccccc1 | 1.6 |
| COc1cc2c(c(OC)c1OC)-c1c(cc3c(c1OC)OCO3)[C@@H](OC(C)=O)[C@H](C)[C@H](C)C2 | -11.4 |

Source: PubChem (National Center for Advancing Translational Sciences (NCATS))
